Assay outcomes: PubChem BioAssay, several laboratories
E coli growth – E. coli V3065 growth inhibition, primary screen, counter-screen for AddAB inhibitor project, absorbance, OD600. 18 h. inhibition, % at 11.9 µM. 330,000 tested, 0.27% active;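 active means inhibition above the campaign's mean inhibition across all tested compounds plus 3 SD, cut at about 9.9% in these data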;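 further: uninfected addAB+ strain grown without phage in ampicillin broth; 0% = DMSO wells and 100% = ciprofloxacin 0.95 µg/ml wells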
CAL PDZ FP-1 – CAL PDZ peptide-binding inhibitors, primary screen, biochemical, fluorescence polarization, Cer-tagged CAL PDZ, HTS; Golgi-associated PDZ and coiled-coil motif-containing protein (Homo sapiens), Q9HD26; purified CAL PDZ, TMR-peptide fluorescence polarization, 1 h; inhibition, % at 20 µM; 330,000 tested, 0.02% active; AID 504414, 2011;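 active means highest replicate inhibition of at least 40%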;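 further: plate controls were DMSO neutral control wells for no effect and unlabeled competitor peptide control wells for full effect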
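Material: tagged CAL PDZ protein CerCALP, purified; buffer or medium: sodium phosphate/NaCl buffer pH 7.4 with TCEP, IgG, Thesit; also added: fluorescent TMR peptide probe; schedule: 1 h incubation at room temperature before polarization reading; technique: fluorescence polarization from S- and P-plane intensities, G-factor corrected; control set: unlabelled peptide and DMSO controls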
AddAB inh – growth inhibition of E. coli expressing H. pylori AddAB, primary screen, AddAB inhibitor project, absorbance; inhibition, % at 11.9 µM; 330,000 tested, 0.29% active; AID 435030, 2010; in the data active means inhibition above about 12%;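 further: 0% = vehicle wells of infected cells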
SR-BI HDL uptake – inhibitors of SR-BI mediated HDL lipid uptake, primary screen, ldlA[mSR-BI] cells, fluorescence, single point | Scavenger receptor class B member 1 (Mus musculus), Q61009 | ldlA[mSR-BI] CHO cells, DiI-HDL uptake fluorescence, 3 h | inhibition, % at 12.5 µM | 320,000 tested, 0.96% active | AID 488896, 2010;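 active means mean replicate inhibition of at least 70% and a set share of replicates each scoring 70 or more; inconclusive means meets just one of the two criteria; inactive means fails both criteria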;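 further: 0% = median of neutral control wells and 100% = median of positive control wells; values of inactives mirror those of a sister screen read the other way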
Target sequence (Q61009 whole entry, looked up): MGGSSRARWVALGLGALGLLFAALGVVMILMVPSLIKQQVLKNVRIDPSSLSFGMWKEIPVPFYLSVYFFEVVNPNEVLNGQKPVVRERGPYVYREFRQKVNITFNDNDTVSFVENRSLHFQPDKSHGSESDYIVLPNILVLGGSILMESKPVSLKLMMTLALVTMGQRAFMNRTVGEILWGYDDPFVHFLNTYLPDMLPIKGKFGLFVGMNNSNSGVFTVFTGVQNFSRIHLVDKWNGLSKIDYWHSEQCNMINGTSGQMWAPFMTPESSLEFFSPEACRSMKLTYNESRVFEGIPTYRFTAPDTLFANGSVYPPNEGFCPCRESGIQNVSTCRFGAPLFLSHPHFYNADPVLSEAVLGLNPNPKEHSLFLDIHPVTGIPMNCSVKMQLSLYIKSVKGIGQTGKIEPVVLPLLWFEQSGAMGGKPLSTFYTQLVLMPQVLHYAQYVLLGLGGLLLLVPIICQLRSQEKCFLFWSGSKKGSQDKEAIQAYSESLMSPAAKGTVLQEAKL
Wnt act – Wnt/beta-catenin pathway activators, primary screen, cell-based, plate reader, single point; AID 743398, 2014; 300,000 tested, 1.2% active; Wnt/beta-catenin reporter cell assay, activator; activation, % at 9.35 µM; in the data active means activation above about 30%, passing the limit was not always enough; inconclusive means no clear call, values can overlap the other calls;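 further: 0% = neutral control wells and 100% = positive control wells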
Tat transport – E. coli Tat export inhibitors, primary screen, MC4100, TorA-mCherry reporter, fluorescence, single point. inhibition, % at 10 µM. 340,000 tested, 0.036% active;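 active means mean replicate inhibition at least 50% and at least half of replicates individually reaching 50%; inconclusive means only one of the two criteria met; inactive means neither criterion met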;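 further: exported cargo escapes ClpAP degradation while cytoplasmic cargo is degraded and loses fluorescence; 0% = median of neutral control wells and 100% = median of NaSCN control wells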
SR-BI uptake up – activators of SR-BI mediated DiI-HDL uptake, primary screen, ldlA[mSR-BI] CHO cells, DiI fluorescence. 320,000 tested, 0.096% active. AID 504775, 2011. 3 h; 100 = double the neutral-control signal. activation, % at 12.5 µM;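 active means mean replicate activation of at least 60% and every replicate at or above 60%; inconclusive means mean or all-replicate condition met, but not both; inactive means mean below 60% and not all replicates reaching 60%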;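 further: 0% = median plate neutral-control signal and 100% = twice that signal; values of inactives mirror those of a sister screen read the other way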
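Material – SR-BI-overexpressing, LDLR-lacking CHO cells · Medium – BSA-supplemented, HEPES-buffered Ham's F12, pH 7.4 · Doses – single concentration · Times – compound with DiI-HDL co-incubation, 3 h at 37 °C · Measured by – bottom-read fluorescence, 550/595 nm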
CAL PDZ FP-2 – untagged CAL PDZ binding inhibitors, primary screen, biochemical, fluorescence polarization, HTS; Golgi-associated PDZ and coiled-coil motif-containing protein (Homo sapiens), Q9HD26; purified CAL PDZ, TMR-peptide fluorescence polarization, 1 h; inhibition, % at 24.9 µM; 300,000 tested, 0.92% active; AID 602252, 2012;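 active means mean inhibition of at least 30% with at least half of replicates also reaching 30%; inconclusive means no clear call, values can overlap the other calls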;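 further: 0% = DMSO neutral control and 100% = excess unlabeled competitor peptide PRC23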
MITF act – activators of MITF-driven TRPM1 promoter reporter, primary screen, cell-based, SK-MEL-5, luciferase, single point; SK-MEL-5 TRPM1-promoter luciferase, 24 h; % of positive control, neutral wells = 0; activation, % at 12.5 µM; 300,000 tested, 0.75% active; AID 588334, 2011;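 active means mean activation of at least 80% with every replicate also reaching 80%; inconclusive means mean reaches 80% but some replicate falls short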;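 further: 0% = neutral control wells and 100% = parthenolide positive control wells; values of inactives mirror those of a sister screen read the other way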
phage Ecoli inh – growth loss of phage-infected E. coli, primary screen, RecBCD inhibitor project, absorbance, with phage, HTS; inhibition, % at 11.9 µM; 360,000 tested, 0.26% active; in the data active means inhibition above about 11%
* hit, by the source's call; ? = inconclusive; / = not tested or not shown.

Results follow in this order: E coli growth	CAL PDZ FP-1	AddAB inh	SR-BI HDL uptake	Wnt act	Tat transport	SR-BI uptake up	CAL PDZ FP-2	MITF act	phage Ecoli inh
COc1cccc(COC(=O)c2nn(-c3ccccc3)nc2N)c1
→ 0.1	-3.2	1.6	-19	-3	-10	19	-2	-3	3.3
Cc1ccc(OCC(=O)NN=C2c3ccccc3-c3ccccc32)cc1
→ 0.8	-1.6	-0.9	16	-2	8	-16	/	14	1.9
O=C(/C=C/c1ccc2c(c1)OCO2)c1ccc(F)cc1
→ -2.4	-0.2	3.9	-6	27	-5	6	0	62	1.4
O=C1Nc2ccccc2C1=NN1CCCCCC1
→ /	1.4	/	7	-2	-6	-7	-2	2	2.9
Cc1cccc(C(=O)NCCCNC(=O)c2cccc(C)c2)c1
→ /	-1.5	/	9	-1	-8	-9	-2	9	1.3
Cc1ccc(Cl)cc1N1CCN(S(=O)(=O)c2ccc3[nH]c(=O)ccc3c2)CC1
→ 1.3	-1.6	2.4	-32	-5	-11	32	/	/	3.3
Cc1nn(C)c(C)c1NC(=O)Nc1ccc(Cl)c(Cl)c1
→ 3.5	-0.6	1.7	-6	-3	-3	6	-3	-12	2.6
CCOC(=O)N1CCN(C(=S)Nc2ccc3nc(N4CCN(CC)CC4)cc(C)c3c2)CC1
→ -2.0	0.8	1.9	18	-2	-4	-18	/	1	4.0
COc1ccc(CNS(=O)(=O)c2ccc(F)c(C(=O)Nc3ccc(OC)cc3)c2)cc1
→ -0.3	0.3	-1.9	-7	-1	6	7	/	-11	2.0
COc1ccc2[nH]cc(CCCN3C(=O)c4ccccc4C3=O)c2c1
→ 0.2	-1.5	2.9	-48	8	0	48	3	7	2.2
CCOC(=O)c1ccc(NC(=O)Cn2cc3c(n2)CCC(C)C3)cc1 (centres undefined)
→ 0.9	-0.6	6.2	-13	-2	6	13	-2	-7	1.7
Cc1cc(NC(=O)C(C)SCC(=O)N(C)CC(=O)Nc2ccc(F)cc2)no1 (centres undefined)
→ -1.1	-2.3	-1.0	-7	0	-5	7	14	-5	0.2
CN1N=C(C(=O)NC2CCCc3c2cnn3-c2ccc(F)cc2F)CCC1=O (centres undefined)
→ -0.8	0.4	0.6	-3	6	5	3	-1	-4	-1.8
COc1ccc(N(CC(O)Cn2c3ccccc3c3ccccc32)S(=O)(=O)c2ccccc2)cc1 (centres undefined)
→ 2.4	-0.4	5.1	10	/	4	-10	/	/	4.5
O=C(N/N=C\c1ccc(F)cc1)c1ccc(Cn2cc(Br)c([N+](=O)[O-])n2)o1
→ 33*	-3.6	36*	17	-2	-1	-17	-1	-5	9.2
CC(c1nnc(SCC(=O)N2CC(=O)Nc3ccccc32)n1Cc1ccccc1)N(C)C (centres undefined)
→ 0.5	-0.5	5.2	0	/	10	0	-2	-6	2.9
COc1cc(C(O)c2nc3ccccc3s2)cc(OC)c1OC (centres undefined)
→ 0.1	-0.9	2.8	6	-3	-1	-6	-8	-12	-0.6
CCN(CC)S(=O)(=O)c1ccc(N2CCN(C)CC2)c(NC(=O)Nc2ccccc2F)c1
→ -0.3	-4.9	0.2	/	-1	-12	/	-7	11	1.3
O=c1c2ccccc2nc(-c2ccccc2)n1CCCN1CCOCC1
→ -1.4	-0.2	-0.5	-13	/	-4	13	/	-13	-1.0
CC1(C)c2[nH]c3ccccc3c2C[C@@H]2C(=O)N(Cc3ccccc3Cl)C(=O)N21
→ -2.9	0.3	1.1	20	-1	2	-20	-11	-8	2.5

The results go on:
Results follow in this order: E coli growth	CAL PDZ FP-1	AddAB inh	SR-BI HDL uptake	Wnt act	Tat transport	SR-BI uptake up	CAL PDZ FP-2	MITF act	phage Ecoli inh
CCN(CC)CCOC(=O)c1ccc(N=CC2=C(O)CC(C)(C)CC2=O)cc1
→ /	-1.1	/	/	-1	-5	/	-2	7	3.8
Fc1cccc(Nc2ncnc3sccc23)c1
→ 1.3	/	-1.4	1	1	-12	-1	-3	7	0.8
FC(F)(F)c1nc(NCC2CCCO2)c2nnn(Cc3ccccc3Cl)c2n1 (centres undefined)
→ 0.7	0.0	4.4	10	-2	-11	-10	/	3	0.6
COc1ccccc1NC(=O)c1sc2ncn(Cc3ccccc3C)c(=O)c2c1C
→ -2.7	-2.8	-1.3	23	-2	1	-23	-4	-12	0.9
Cc1ccc(S(=O)(=O)Nc2ncnc3sc(C)c(C)c23)cc1
→ 0.5	-1.1	3.1	-9	1	6	9	/	-4	3.1
O=C(CSc1nnc(CNC(=O)c2cccc(C(F)(F)F)c2)o1)NCC1CCCO1 (centres undefined)
→ 2.4	-0.2	-0.1	-15	1	-8	15	-3	-8	2.6
OCc1c[nH]c(=S)n1CCOc1cccc(C(F)(F)F)c1
→ 0.5	-1.7	0.2	/	0	0	/	-1	1	1.8
Cc1nnc(SCC(=O)N2CCN(c3ccccc3)CC2)n(N)c1=O
→ 0.2	-0.6	1.4	-18	0	-5	18	-4	-4	3.3
CCCOc1ccc(-c2c(C(=O)N/N=C(\C)c3ccncc3)nnn2-c2nonc2N)cc1
→ 1.5	-2.4	-0.9	-25	0	-7	25	-2	-1	0.6
Cc1nnc2sc(SCC(=O)Nc3cccc(Cl)c3)nn2c1=O
→ -0.1	12	2.7	2	1	0	-2	99*	-6	0.5
O=c1ccn(Cc2ccccc2)cc1
→ -1.9	-1.7	4.7	-1	1	-1	1	1	13	2.9
COc1ccc(C2C3=C(CC(C)(C)CC3=O)N(CCN3CCOCC3)C3=C2C(=O)CC(C)(C)C3)cc1
→ -0.3	-0.3	1.8	-19	4	-4	19	1	6	0.1
Cc1ccccc1NC(=O)CCN1C(=O)CSC1=O
→ 0.0	-1.4	0.2	-3	-4	-1	3	-1	2	2.2
CCn1c(SCC(=O)Nc2ccc(N(C)C)cc2)nnc1C1CC1
→ 0.6	0.5	2.7	/	-3	11	/	/	-12	1.5
CCOC(=O)[C@@H]1[C@H]2COc3ccc(Br)cc3[C@@H]2N2C(=O)N(c3ccc(OC)cc3)C(=O)[C@@]12C
→ 1.8	-0.2	1.6	-6	6	-3	6	-2	-4	0.9
O=C(CN1CCCCCC1)N1c2ccccc2C=Cc2ccccc21
→ -0.4	0.5	7.1	-27	-12	-1	27	2	-9	-1.2
Cc1ccc(C)c(OCCC(=O)OCC(=O)Nc2ccc(N3CCOCC3)cc2)c1
→ 0.1	-2.3	0.7	3	-1	-5	-3	-1	8	2.9
O=C(CN(c1cc(C(F)(F)F)ccc1Cl)S(=O)(=O)c1ccccc1)NCc1cccnc1
→ -1.4	-1.8	0.2	-22	1	5	22	-4	7	1.1
CC(C)C(C(=O)NCc1ccco1)N(CC1CCCO1)C(=O)CNS(=O)(=O)c1ccccc1 (centres undefined)
→ -0.4	-0.3	-0.2	-7	3	-2	7	-1	-11	2.5
O=C(CSc1n[nH]c(-c2ccccc2)n1)c1ccccc1
→ -2.1	-4.6	1.5	/	5	-3	/	/	13	2.5

Remaining list, next part
Results follow in this order: E coli growth	CAL PDZ FP-1	AddAB inh	SR-BI HDL uptake	Wnt act	Tat transport	SR-BI uptake up	CAL PDZ FP-2	MITF act	phage Ecoli inh
OCCNc1nc(N2CCN(c3ccccc3)CC2)nc2ccccc12
→ 1.0	-4.8	3.8	16	-1	-5	-16	0	24	2.7
CC1=C(C(N)=O)C(c2cccnc2)n2nc(-c3cccc(C)c3)nc2N1 (centres undefined)
→ -1.5	-0.4	3.3	13	-2	0	-13	0	/	0.9
CCOc1cc(/C=C/C(=O)OCC(=O)NCC2CCCO2)cc(Cl)c1OC (centres undefined)
→ -0.6	-0.5	-2.7	23	0	9	-23	-3	-4	1.9
COc1cc(C)c(S(=O)(=O)Nc2ccccc2F)cc1C
→ 0.5	-0.4	3.2	-9	/	7	9	-1	-17	0.7
COc1ccc(CCNC(=O)C(=O)NCC2CCCN2S(=O)(=O)c2cccs2)cc1 (centres undefined)
→ 2.6	-1.6	-2.0	6	-1	0	-6	-1	-5	4.0
CC(=O)c1ccc(C(=O)NC2CCCN(Cc3ccc(Cl)cc3)C2)s1 (centres undefined)
→ /	-3.2	/	-17	1	2	17	-2	-2	3.6
O=C(COC(=O)c1ccc(S(=O)(=O)NCc2ccco2)cc1)NCCC1=CCCCC1
→ -0.9	/	-1.7	5	-7	1	-5	-6	/	1.9
CCCN1C(=O)C2(C(C(=O)c3ccc(C)o3)=C(O)C(=O)N2CCCN2CCOCC2)c2ccccc21 (centres undefined)
→ 0.3	-1.1	-0.1	-10	-1	6	10	-2	-5	/
O=CNCc1nc2ccccc2n1CCc1ccccc1
→ 2.1	/	3.0	-9	-1	?	9	-4	-13	0.4
COc1ccc(NC(=O)c2ccc(CNS(=O)(=O)c3cccc(OC)c3)cc2)cc1
→ -0.6	-0.6	4.3	54	/	-1	-54	38*	-2	4.1
COc1cc(O)c(C(CC(=O)N2CCCC2)c2ccc3c(c2)OCO3)c(OC)c1 (centres undefined)
→ -0.9	0.7	1.0	-10	6	-1	10	-2	-2	-1.0
Cc1cc(-c2ccccc2)nc(SCc2ccc(C(=O)O)o2)n1
→ 0.1	-0.4	3.7	-9	-1	1	9	/	/	1.8
